Rac1 mut GTP = modulators of GTP binding to human Rac1 activated mutant. P63000. GST-Rac1 activated beads, fluorescent GTP binding, flow cytometry; actives lie on both sides; 100% means binding = to untreated wells. percent activity (GTP binding), % at 10 µM. 190,000 compounds, 0.11% hits. AID 764;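 active means GTP binding at least 20 percentage points away from the 100% baseline, in either direction, so actives lie on both sides; inconclusive means Compound likely fluorescent itself, or too few beads counted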
Pf gamet viab = inhibitors of late stage P. falciparum gametocyte viability | inhibition, % at 10.9 µM | 150,000 compounds, 0.065% hits | AID 743093 | P. falciparum stage V gametocytes, ATP luminescence, 24 h;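 active means inhibition above the mean plus 3 SD of compounds within the control limits, set per campaign, cut at about 38% in these data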;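 further: 0% = DMSO wells and 100% = medium only without gametocytes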
Mcl1-Noxa inh = Mcl-1/Noxa interaction inhibition | TR-FRET Mcl-1/Noxa peptide binding, 2 h | Q07820 | AID 1022 | inhibition, % at 21.7 µM | 220,000 compounds, 1.5% hits;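 active means compounds that cut the protein-peptide binding signal by more than 50% relative to plate controls in a single-dose test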;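 further: His-tagged Mcl-1 with rhodamine Noxa BH3 peptide and terbium anti-His antibody; 0% = Mcl-1 plus Noxa peptide wells and 100% = peptide-only wells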
Target sequence (Q07820 whole entry, looked up): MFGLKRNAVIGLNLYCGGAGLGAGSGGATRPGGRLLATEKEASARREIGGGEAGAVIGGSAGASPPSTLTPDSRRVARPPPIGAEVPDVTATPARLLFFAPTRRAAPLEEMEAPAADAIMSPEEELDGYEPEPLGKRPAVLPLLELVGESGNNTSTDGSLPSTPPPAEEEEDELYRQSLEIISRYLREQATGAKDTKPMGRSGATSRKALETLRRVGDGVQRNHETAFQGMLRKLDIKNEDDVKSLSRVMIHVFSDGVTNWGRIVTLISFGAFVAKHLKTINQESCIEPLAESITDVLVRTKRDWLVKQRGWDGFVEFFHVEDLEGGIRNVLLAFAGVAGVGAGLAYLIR
Rab7 wt modul = modulators of GTP binding to dog Rab7 wildtype GTPase. GST-Rab7 beads, fluorescent GTP binding, flow cytometry; actives lie on both sides; untreated = 100%, excess cold GTP = 0%. GTP binding activity (percent of control), % at 10 µM. 190,000 compounds, 0.055% hits. AID 758;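 active means fluorescent GTP binding to Rab7 beads changed by at least 20 points from the 100% baseline, either direction, mostly lower; inconclusive means compound itself probably fluorescent, or too few beads counted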;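 further: median green fluorescence of bound Bodipy-FL-GTP per Rab7 bead population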
Cdc42 wt = changes GTP binding to wildtype human Cdc42. 190,000 compounds, 0.2% hits. P60953. GST-Cdc42 beads, Bodipy-GTP binding, flow cytometry; actives lie on both sides. percent activity (GTP binding), % at 10 µM;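 active means percent activity GTP binding at least 20 points away from the 100% baseline, either down as inhibitor or up as activator; inconclusive means compound flagged as likely green fluorescent from well-wide comparison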;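 further: median bead fluorescence of bound Bodipy-FL-GTP at 100 nM; 0% = excess unlabeled GTP control and 100% = no compound control; below 100% means less GTP binding so inhibitor and above means activator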
Target sequence (P60953 whole entry, looked up): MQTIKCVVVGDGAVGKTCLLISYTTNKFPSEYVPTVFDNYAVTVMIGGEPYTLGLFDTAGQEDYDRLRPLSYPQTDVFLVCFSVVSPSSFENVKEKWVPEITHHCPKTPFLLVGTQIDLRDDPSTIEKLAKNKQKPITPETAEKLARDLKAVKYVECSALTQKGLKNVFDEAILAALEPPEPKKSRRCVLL
RGS8-Gao = modulates binding of RGS8 to human Galphao | P09471 | multiplexed bead flow cytometry; actives lie on both sides | response (percent of control binding), % at 10 µM | 220,000 compounds, 0.34% hits | AID 1423; in the data active means response below about 60% or above about 140%; inactive means in between;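 further: Galphao activated as the GDP aluminium fluoride complex binding bead-coupled RGS8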
Target sequence (P09471 whole entry, looked up): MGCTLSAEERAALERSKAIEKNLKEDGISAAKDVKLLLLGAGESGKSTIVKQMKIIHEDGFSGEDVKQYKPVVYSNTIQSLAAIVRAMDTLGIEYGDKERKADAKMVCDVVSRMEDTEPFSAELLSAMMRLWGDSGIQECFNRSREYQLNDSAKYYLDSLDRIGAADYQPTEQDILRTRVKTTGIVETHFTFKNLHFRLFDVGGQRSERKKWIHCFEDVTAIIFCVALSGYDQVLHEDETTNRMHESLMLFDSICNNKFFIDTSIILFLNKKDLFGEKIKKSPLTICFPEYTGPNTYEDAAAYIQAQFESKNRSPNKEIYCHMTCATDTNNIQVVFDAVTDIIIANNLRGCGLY
Rac1 wt modul = alters GTP binding to wildtype human Rac1 | GST-Rac1 beads, fluorescent GTP binding, flow cytometry; actives lie on both sides; 0 = cold GTP competed, 100 = untreated | GTP binding activity (% of control), % at 10 µM | 190,000 compounds, 0.27% hits;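 active means GTP binding activity at least 20 points away from the 100% control level, either lower or higher; inconclusive means compound flagged as likely green fluorescent, judged across all proteins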
Rab2 wt GTP = changes GTP binding to wildtype dog Rab2A, up or down; AID 760; P61105; GST-Rab2 wt beads, Bodipy-GTP binding, flow cytometry; GTP binding activity, % at 10 µM; 190,000 compounds, 0.19% hits;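 active means GTP binding activity at least 20 points away from 100%, either lowered or raised; inconclusive means signal likely due to the compound's own green fluorescence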;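 further: 0% = beads with excess unlabeled GTP and 100% = no-compound control corrected for plate trend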
Bim-Mcl-1 = inhibitors of Bim-Mcl-1 interaction, human; Q07820; Bead-based flow cytometry, Bim peptide-Mcl-1 binding; inhibition, % at 10 µM; 190,000 compounds, 0.1% hits; in the data active means inhibition above about 40%;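 further: 0% = no compound tracer wells and 100% = peptide blocker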
HRas wt GTP bind = human HRas wildtype GTP binding, change in either direction; 190,000 compounds, 0.14% hits; GST-Ras wt beads, Bodipy-FL-GTP binding, flow cytometry; actives lie on both sides; P01112; GTP binding activity, % at 10 µM; AID 759;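 active means GTP binding activity at least 20% away from the 100% baseline, either lowered as inhibitor or raised as activator; inconclusive means flagged as likely green fluorescent, judged across all proteins in the well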;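 further: 0% = unlabeled GTP competition control and 100% = no-compound control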
Mcl1 Bid PPI = disrupts binding of human Mcl-1 to Bid peptide | Q07820 | TR-FRET Mcl-1/Bid-Dy647 peptide binding, 1536-well | inhibition, % at 21.7 µM | 220,000 compounds, 0.97% hits | AID 1021;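 active means compounds that cut the binding signal by more than half at the single screening dose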;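 further: His-tagged Mcl-1 with europium anti-His antibody binding Bid BH3 peptide; 0% = Mcl-1 plus peptide wells and 100% = peptide-only wells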
Active calls of the source: *; ? = inconclusive; · = not tested or not shown; [ ] = dose if it differs, or a comment.

Compound | Rac1 mut GTP | Pf gamet viab | Mcl1-Noxa inh | Rab7 wt modul | Cdc42 wt | RGS8-Gao | Rac1 wt modul | Rab2 wt GTP | Bim-Mcl-1 | HRas wt GTP bind | Mcl1 Bid PPI
CC1Cc2ccccc2N1S(=O)(=O)c1cccc(C(=O)N2CCN(c3ncccn3)CC2)c1 (stereo unspecified) | 100 | 1 | 19 | 96 | 99 | 101 | 100 | 98 | -3 | 99 | -1
COc1ccc(C(=O)C2CC2c2ccc3c(c2)OCO3)cc1 (stereo unspecified) | 91 | -2 | 20 | 99 | 91 | 102 | 95 | 96 | -2 | 93 | -15
Cc1c(C#N)c(O)n(CCO)c(=O)c1N=Nc1ccc(S(N)(=O)=O)cc1 | 90 | 5 | 11 | 102 | 94 | 108 | 96 | 98 | 3 | 97 | -20
CCC(C(=O)OCC(=O)Nc1cc(OC)ccc1OC)c1ccccc1 (stereo unspecified) | 95 | -4 | -1 | 102 | 97 | 102 | 97 | 97 | -1 | 96 | 5
COC(=O)C1=C(C)Nc2c(c(=O)n(C)c(=O)n2C)C1c1ccc(Cl)cc1 (stereo unspecified) | 98 | 9 | -2 | 95 | 95 | 102 | 99 | 95 | -1 | 96 | -45
Cc1nc2nc[nH]n2c(=O)c1C/C=C/c1ccccc1 | 90 | 10 | 18 | 97 | 89 | 100 | 89 | 94 | -2 | 94 | -22
O=C(Nc1ccc(Oc2cccnc2)cc1)c1ccccc1F | 103 | 9 | -11 | 109 | 110 | 104 | 111 | 106 | -8 | 109 | -9
Cc1ccc(N=Nc2c(N)[nH]n3c(=O)cc(-c4ccccc4)nc23)cc1 | 77* | 9 | 81* | 83 | 79* | 110 | 79* | 78* | 0 | 85 | 76*
CC(C)CC(NC(=O)C(CC(C)C)NC(=O)C(Cc1ccc(OCc2ccccc2)cc1)NC(=O)OC(C)(C)C)C(N)=O (stereo unspecified) | 93 | -14 | 13 | 94 | 93 | 99 | 94 | 94 | 1 | 92 | -19
CC1CCCN(S(=O)(=O)c2ccc(S(=O)(=O)NC(C)c3cccs3)cc2)C1 (stereo unspecified) | 104 | · | -8 | 97 | 104 | 101 | 106 | 105 | -3 | 105 | -10
CCOC(=O)c1c(C)c(C(=O)NCCN2CCOCC2)c(C)n1C | 98 | · | 10 | 97 | 104 | 100 | 105 | 100 | -4 | 100 | -11
Cc1cc(C)n(C(CC(=O)N2CCc3ccccc3C2)C(=O)O)n1 (stereo unspecified) | 101 | 17 | 7 | 103 | 103 | 99 | 102 | 106 | -4 | 102 | -25
COc1ccc(C(=O)NC(=S)Nc2ccc3oc(=O)ccc3c2)cc1OC | 99 | 7 | 5 | 97 | 100 | 138 | 104 | 98 | -19 | 97 | 7
COCCNS(=O)(=O)c1ccc(F)c(OC)c1 | 97 | · | -8 | 96 | 98 | 102 | 99 | 96 | 0 | 99 | -9
COC(=O)CC(c1ccc(C(C)C)cc1)n1cccc1 (stereo unspecified) | 95 | -3 | 1 | 101 | 102 | 100 | 104 | 99 | 0 | 99 | -40
COC(=O)c1ccc(COc2ncnc3c(Cl)cc(Cl)cc23)o1 | 101 | · | 19 | 99 | 107 | 100 | 105 | 103 | -1 | 104 | 0
COc1ccccc1N1CCN(C(=O)c2ccc(Cn3c(=S)[nH]c4cc5c(cc4c3=O)OCO5)cc2)CC1 | 99 | 23 | 12 | 94 | 98 | 96 | 106 | 101 | -1 | 102 | -36
Cc1nn(Cc2c(F)c(F)c(F)c(F)c2F)c(C)c1NC(=O)c1ccc(COc2ccc(F)cc2)o1 | 96 | · | 11 | 99 | 100 | 100 | 96 | 98 | 0 | 100 | -9
CCOC(=O)c1cc(NC(=O)c2ccccc2)c(=O)n2c1oc1ccccc12 | 97 | · | 10 | 101 | 99 | 93 | 100 | 98 | -3 | 96 | -17
CC(C)Cc1nc2oc3c(=O)[nH]cnc3c2c2c1CCCC2 | 92 | 19 | 17 | 91 | 85 | 78 | 84 | 86 | 5 | 88 | 0
CCOc1ccc2ncc(S(=O)(=O)c3ccccc3)c(N3CCC4(CC3)OCCO4)c2c1 | 98 | 11 | 12 | 98 | 98 | 103 | 102 | 97 | -1 | 100 | -1
N#Cc1ccsc1NC(=O)CSc1nnc(-c2ccccc2)o1 | 100 | · | 35 | 104 | 104 | 105 | 109 | 104 | -2 | 104 | -6
COc1cccc(NC(=O)Nc2cccnc2)c1 | 98 | · | -8 | 100 | 100 | 99 | 102 | 97 | 0 | 98 | -2
O=C(Nc1ccc(S(=O)(=O)Nc2ncccn2)cc1)c1ccccc1NS(=O)(=O)c1ccc(F)cc1 | 91 | 13 | 20 | 105 | 94 | 103 | 92 | 93 | 0 | 95 | -8
Oc1oc(-c2ccc(Br)cc2)nc1C=Nc1ccc(Br)cn1 | 93 | 10 | 5 | 105 | 95 | 146*[activator] | 97 | 96 | 0 | 98 | -12
COc1ccc(-c2cc(C(F)(F)F)nc(S(C)(=O)=O)n2)cc1 | 100 | · | -5 | 105 | 100 | 99 | 102 | 100 | -3 | 100 | -32
CN(C(=O)COC(=O)c1cc(NS(=O)(=O)c2cc([N+](=O)[O-])ccc2Cl)ccc1O)C1CCCCC1 | 93 | · | -3 | 94 | 95 | 103 | 95 | 92 | 0 | 96 | -65
COc1ccc(O)c(CNc2ccccc2F)c1 | ? | · | 15 | ? | ? | 103 | ? | ? | 0 | ? | -39
O=C(Nc1ccccc1)N1CC=C(c2ccccc2)CC1 | 93 | · | · | 94 | 94 | 100 | 90 | 93 | -3 | 95 | -22
Cc1cc(C(=O)COC(=O)CNC(=O)c2ccccc2)c(C)n1CC1CCCO1 (stereo unspecified) | 97 | -7 | 15 | 97 | 96 | 99 | 98 | 97 | 1 | 96 | -51
CC(=O)N1C(=O)c2cccc3cccc(c23)C(=O)N1C(C)=O | 96 | · | 0 | 99 | 99 | 98 | 96 | 100 | 0 | 99 | -12
COc1cc(/C=N/N(C)c2ccccc2)cc(Cl)c1O | 95 | -10 | 67* | 95 | 98 | 99 | 97 | 94 | -2 | 93 | -23
Cc1cccc(Cn2c(=O)n(Cc3ccco3)c(=O)c3ccccc32)c1 | 100 | -2 | 6 | 104 | 105 | 97 | 107 | 107 | 0 | 106 | 3
O=C(Cc1ccc2c(c1)CCCC2)Nc1ccccc1Cl | 100 | 15 | 5 | 99 | 101 | 100 | 101 | 98 | -2 | 100 | 16
COc1ccc(OC(C)C(=O)N2CCN(c3ccccn3)CC2)cc1 (stereo unspecified) | 103 | · | -4 | 102 | 100 | 99 | 98 | 102 | -3 | 101 | -8
Cc1ccc(S(=O)(=O)N(c2nc(NC(C)C)nc(NC(C)C)n2)n2cnnc2)cc1 | 97 | 1 | -14 | 98 | 101 | 119 | 104 | 97 | -3 | 99 | 0
COc1ccc(/C=C(/NC(=O)/C=C/c2ccccc2)C(=O)O)cc1 | 93 | -27 | 30 | 95 | 93 | 101 | 86 | 94 | -2 | 94 | 35
O=C(Nc1ccccc1C(F)(F)F)C1CC(=O)N(c2ccccc2F)C1 (stereo unspecified) | 101 | -14 | -5 | 102 | 102 | 91 | 107 | 101 | -1 | 102 | -20
COc1cc(-c2nc3n(n2)C(c2ccncc2)C(C(N)=O)=C(C)N3)cc(OC)c1OC (stereo unspecified) | 101 | · | 12 | 92 | 106 | 100 | 102 | 102 | 0 | 102 | -20
COC(=O)Nc1ccccc1C(=O)N1CCC(O)(c2ccc(Cl)cc2)CC1 | 102 | · | -19 | 97 | 99 | 101 | 106 | 95 | 0 | 98 | -24
Cc1nc2ccc(NC(=O)N3CCCCC3)cc2nc1C | 99 | · | -4 | 98 | 101 | 102 | 105 | 100 | -4 | 100 | -11
C=CCn1c(CSc2nc3ccccc3s2)n[nH]c1=S | ? | 9 | 6 | ? | ? | 98 | ? | ? | -2 | ? | -30
O=C(CSc1nc2ccccc2c(=O)n1Cc1ccco1)c1ccc(F)cc1 | 94 | · | 12 | 93 | 93 | 101 | 96 | 93 | 0 | 94 | -36
Cc1nc2ccc(Nc3nc4cc(S(=O)(=O)N5CCOCC5)ccc4o3)cc2s1 | 95 | · | 41 | 97 | 94 | 84 | 92 | 92 | -10 | 95 | 4
c1ccc(-c2cn3cccnc3n2)cc1 | 94 | -7 | 5 | 98 | 101 | 103 | 99 | 97 | 0 | 99 | -4
COc1ccc2c(c1)-c1c(ssc1=S)C(C)(C)N2 | 99 | · | 18 | 102 | 100 | 84 | 105 | 101 | 7 | 103 | -12
CC(Sc1nnc(COc2ccc([N+](=O)[O-])cc2)n1-c1ccccc1)C(=O)O (stereo unspecified) | 91 | · | -11 | 97 | 93 | 91 | 95 | 94 | 1 | 95 | -11
CCc1c(C#N)c(SCCC(=O)Nc2ccc(F)cc2)nc2c1C(=O)CC(C)(C)C2 | 97 | · | 8 | 97 | 97 | 105 | 99 | 98 | 0 | 96 | 1
O=C(N/N=C/c1cc2ccccc2nc1Cl)/C(=C/c1cccs1)NC(=O)c1ccccc1 | ? | · | -7 | ? | ? | 105 | ? | ? | 0 | ? | 6
N=c1oc2cc(O)ccc2cc1C(=O)Nc1nc2ccccc2s1 | 100 | -10 | 100* | 96 | 101 | 101 | 100 | 94 | 0 | 97 | 72*
Cc1cccc(-c2ncc(CN3CCN(CCC(C)C)C(CCO)C3)cn2)c1 (stereo unspecified) | 99 | 5 | 2 | 92 | 94 | 107 | 99 | 96 | -4 | 94 | -24
Cc1nn(C)c(C)c1S(=O)(=O)N1CCC(C(=O)Nc2ccc3c(c2)OCCO3)CC1 | 96 | · | 18 | 98 | 101 | 99 | 105 | 98 | 1 | 99 | -26
CC(C)(C)C(=O)Nc1nnc(CC(=O)NCc2ccccc2)s1 | 92 | -16 | 6 | 106 | 98 | 101 | 97 | 99 | -1 | 97 | -14
CCCCCCOC(=O)CCn1[nH]c(=O)c2ccccc2c1=O | 101 | · | -7 | 104 | 106 | 100 | 106 | 104 | 0 | 101 | 6
CN(C)[C@@H]1CCC[C@H]1OC(=O)C(c1ccccc1)c1ccccc1 | 105 | -50 | -8 | 98 | 102 | 116 | 103 | 102 | 11 | 101 | 9
CCn1c(C)nc2cc(C(=O)NNC(=S)Nc3ccccc3)ccc21 | 100 | -13 | 14 | 97 | 97 | 101 | 107 | 97 | -1 | 96 | -12

High-throughput results: PubChem BioAssay, several laboratories
